# CSN inh – inhibitors of CSN-mediated cullin deneddylation, primary screen, biochemical, fluorescence polarization, uHTS | Purified CSN, SCF-Nedd8-OG deneddylation | inhibition, % at 12.5 µM | 0.38% of 360,000 active | COP9 signalosome complex subunit 5 (Homo sapiens), Q92905;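 active means pattern-corrected inhibition above about 35%, with an unprinted fluorescence ratio check between 0.5 and 1.5, limit read from the data, passing the limit was not always enough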;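 further: 0% = enzyme with substrate and 100% = substrate without enzyme; some results filed as inactive read as strong as hits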
#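 assay system = purified human Csn5 enzyme expressed in HEK293T cells | amount = 0.24 nM enzyme | buffer or medium = Tris/NaCl/DTT buffer, pH 7.5 | reagent = 10 nM SCFSkp2-Nedd8OG | compound = one concentration, 12.5 µM, 0.25% DMSO | times = 90 min reaction at room temperature | signal = FP | read-out basis = % inhibition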
# SKN-1 block – suppressors of acrylamide-induced Pgst-4::GFP reporter in worms, primary screen, SKN-1 inhibitor project, whole organism, uHTS, GFP/RFP fluorescence ratio, strain VP596; AID 624304, 2012; inhibition, % at 21.8 µM; C. elegans VP596 Pgst-4::GFP/RFP ratio, 24 h; 0.49% of 360,000 active;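 active means interference check ratio from 0.5 to 1.5 plus GFP to RFP signal ratio inhibition reaching or exceeding a fixed threshold, cut at about 30% in these data, passing the limit was not always enough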; further: some compounds called inactive have numbers as strong as hits
# MT1-MMP act inh – blockers of MT1-MMP proenzyme processing, primary screen, HT1080 RFP-PRO-GFP cells, GFP/RFP fluorescence. Matrix metalloproteinase-14 (Homo sapiens), P50281. GFP/RFP ratio fluorescence, overnight; percent of plate control window, DMSO zero. GFP/RFP ratio change, % at 20 µM. 0.061% of 360,000 active;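 active means GFP/RFP ratio change of at least 30% with cell ATP level not reduced by more than half and red fluorescence within 50% of control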; further: strong numbers were not always called active
#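 Assay system: HT1080 cells carrying an RFP-PRO-GFP reporter | Dosing: Single dose of 20 µM compound, 1% DMSO final | Incubation: Cells overnight before dosing, compound overnight, 37 °C, 5% CO2 | Evaluation: GFP/RFP fluorescence ratio | Control set: DMSO and RFP-L50D-GFP cell wells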
# Rpn11 inh – Rpn11 (PSMD14) deubiquitinase inhibitors, primary screen, biochemical, fluorescence polarization, uHTS. 26S proteasome non-ATPase regulatory subunit 14 (Homo sapiens), O00487. human 26S proteasome, Ub4-pepOG fluorescence polarization; 20S core pre-blocked with epoxomicin. calls only at 20 µM. 0.59% of 360,000 active. AID 588493, 2011;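 active means inhibition at 20 µM, scaled to each plate's controls, above about 33%, limit read from the data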
# Rin1 Abl inh – inhibitors of Rin1-Abl protein binding, primary screen, biochemical, TR-FRET; inhibition, % at 7.35 µM; 0.4% of 360,000 active; Tyrosine-protein kinase ABL1 (Homo sapiens) + Ras and Rab interactor 1 (Homo sapiens), …; in the data active means inhibition above about 5%, passing the limit was not always enough
# Target sequence (P00519 whole entry, looked up): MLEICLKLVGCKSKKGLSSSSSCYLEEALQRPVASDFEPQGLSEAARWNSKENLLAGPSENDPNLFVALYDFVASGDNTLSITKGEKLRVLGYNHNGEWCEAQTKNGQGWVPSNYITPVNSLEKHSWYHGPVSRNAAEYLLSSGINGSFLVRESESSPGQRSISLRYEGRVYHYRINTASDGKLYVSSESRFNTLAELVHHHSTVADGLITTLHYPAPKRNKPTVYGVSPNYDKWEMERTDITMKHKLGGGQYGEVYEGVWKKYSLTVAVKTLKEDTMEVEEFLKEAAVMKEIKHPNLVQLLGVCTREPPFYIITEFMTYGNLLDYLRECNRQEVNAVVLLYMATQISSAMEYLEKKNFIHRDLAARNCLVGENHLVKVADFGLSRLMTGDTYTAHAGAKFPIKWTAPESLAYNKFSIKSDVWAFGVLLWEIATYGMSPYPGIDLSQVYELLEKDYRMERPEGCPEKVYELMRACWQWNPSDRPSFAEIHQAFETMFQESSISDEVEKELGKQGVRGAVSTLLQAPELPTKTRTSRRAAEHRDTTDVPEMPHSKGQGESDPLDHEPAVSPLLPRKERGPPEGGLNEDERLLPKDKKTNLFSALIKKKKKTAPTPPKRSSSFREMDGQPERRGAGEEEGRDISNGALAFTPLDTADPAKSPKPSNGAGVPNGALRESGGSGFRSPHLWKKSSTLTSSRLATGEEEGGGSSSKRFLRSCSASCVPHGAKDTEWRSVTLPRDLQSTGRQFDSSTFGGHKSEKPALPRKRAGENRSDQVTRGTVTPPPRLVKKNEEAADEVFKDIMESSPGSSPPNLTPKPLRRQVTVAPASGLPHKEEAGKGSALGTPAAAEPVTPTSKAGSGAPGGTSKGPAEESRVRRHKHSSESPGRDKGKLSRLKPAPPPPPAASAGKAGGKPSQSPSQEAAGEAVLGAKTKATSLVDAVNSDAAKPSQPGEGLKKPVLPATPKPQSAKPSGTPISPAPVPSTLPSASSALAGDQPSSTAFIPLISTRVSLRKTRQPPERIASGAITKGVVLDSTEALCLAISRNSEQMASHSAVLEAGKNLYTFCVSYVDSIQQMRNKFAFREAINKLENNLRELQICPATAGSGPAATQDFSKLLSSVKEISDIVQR
# Target sequence (Q13671 whole entry, looked up): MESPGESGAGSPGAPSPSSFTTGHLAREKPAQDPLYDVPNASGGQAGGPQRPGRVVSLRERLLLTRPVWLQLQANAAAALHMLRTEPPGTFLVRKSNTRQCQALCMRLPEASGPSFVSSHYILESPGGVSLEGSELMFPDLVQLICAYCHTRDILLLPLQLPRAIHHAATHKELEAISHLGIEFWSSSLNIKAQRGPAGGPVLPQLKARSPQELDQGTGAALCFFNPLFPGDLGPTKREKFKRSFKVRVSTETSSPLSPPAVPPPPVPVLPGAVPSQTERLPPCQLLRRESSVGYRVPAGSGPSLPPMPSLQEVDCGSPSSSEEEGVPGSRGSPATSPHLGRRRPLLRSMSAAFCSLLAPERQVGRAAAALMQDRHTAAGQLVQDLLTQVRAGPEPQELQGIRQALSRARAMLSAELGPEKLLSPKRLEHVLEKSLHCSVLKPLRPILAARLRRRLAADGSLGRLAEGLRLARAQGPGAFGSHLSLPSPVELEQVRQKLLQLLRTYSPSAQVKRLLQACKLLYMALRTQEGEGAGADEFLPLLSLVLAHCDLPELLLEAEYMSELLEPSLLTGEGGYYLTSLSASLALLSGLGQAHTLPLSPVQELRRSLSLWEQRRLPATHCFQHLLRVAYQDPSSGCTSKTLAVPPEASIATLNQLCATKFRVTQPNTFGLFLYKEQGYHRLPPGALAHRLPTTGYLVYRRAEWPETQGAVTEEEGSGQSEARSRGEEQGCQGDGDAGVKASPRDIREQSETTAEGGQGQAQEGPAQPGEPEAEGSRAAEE
# FAS-TE inh – FAS thioesterase domain inhibitors, primary screen, biochemical, fluorescence intensity, uHTS; inhibition, % at 15 µM; Fatty acid synthase (Homo sapiens), P49327; 0.67% of 360,000 active; recombinant FAS-TE, OMFH fluorogenic substrate, fluorescence endpoint; AID 602261, 2012;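 active means compounds whose normalised, plate-corrected inhibition of enzyme fluorescence in the single-dose primary screen is 50% or more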;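 further: 0% = DMSO with enzyme and 100% = substrate without enzyme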
# Neddyl block – inhibitors of cullin neddylation, primary screen, biochemical, TR-FRET, uHTS, NAE and Ubc12; NEDD8-conjugating enzyme Ubc12 (Homo sapiens) + NEDD8-activating enzyme E1 regulatory …; calls only at 25 µM; 0.58% of 360,000 active; in the data active means inhibition above about 36%
# MLLE-PAM2 inh – inhibitors of PABP1 MLLE–PAM2 peptide binding, primary screen, biochemical, fluorescence polarization, FITC-PAM2, GST-MLLE; 0.36% of 360,000 active; inhibition, % at 20 µM; Polyadenylate-binding protein 1 (Homo sapiens), P11940; in the data active means inhibition above about 35%, passing the limit was not always enough;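 further: plate controls were DMSO wells with GST-MLLE for no effect and wells lacking GST-MLLE protein for full effect; some results filed as inactive read as strong as hits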
# NadD block – inhibitors of S. aureus NadD, primary screen, biochemical, colorimetric, uHTS. purified NadD enzyme, colorimetric absorbance read-out. inhibition, % at 20 µM. 0.78% of 360,000 active. AID 602399, 2012; in the data active means inhibition above about 26%; further: some compounds past the cut are filed as inactive
# * = called active by the depositor; i = inactive; nt = no result given.
nr | molecule | SKN-1 block | Rpn11 inh | Neddyl block | Rin1 Abl inh | CSN inh | MT1-MMP act inh | FAS-TE inh | NadD block | MLLE-PAM2 inh
1 | CCOC(=O)N1CCc2c(sc3c2c(=O)n(-c2ccc(CC)cc2)c(=O)n3CC(=O)NCC2CCCO2)C1 (stereo not drawn) | 5 | i | i | 3 | -3 | 9 | -5 | 3 | -13
2 | Cc1cc(=O)oc2cc(OC(C)C(=O)NC3CCCC3)ccc12 (stereo not drawn) | -1 | i | i | 1 | -3 | 0 | -2 | 0 | 3
3 | Cc1cc2cc3c(cc2nc1SCC(=O)Nc1ccccc1)CCC3 | 6 | i | i | 5 | 6 | 3 | 2 | -1 | 2
4 | CCN(CC)S(=O)(=O)c1ccc2c(c1)c(=O)c(C(=O)N1CCN(c3ccccc3)CC1)cn2C | -27 | i | i | -1 | -1 | 3 | 10 | 4 | 6
5 | CCC(CC)NC(=O)Nc1cccc(C)c1C | 2 | i | i | -1 | 0 | 1 | -10 | 0 | 1
6 | CC1(C(=O)NS(=O)(=O)Cc2cccc(Cl)c2)CCN1C(=O)C1(c2ccc(Cl)cc2)CC1 (stereo not drawn) | 20 | i | i | -3 | -1 | 1 | 6 | 1 | -1
7 | CN(C(=O)CN1C(=O)S/C(=C\c2ccccc2Cl)C1=O)C1CCS(=O)(=O)C1 (stereo not drawn) | -12 | i | i | -2 | 1 | 0 | 5 | -5 | 12
8 | CC(C)(C)c1ccc(OCC(=O)Nc2ccc3c4c(cccc24)C(=O)NC3=O)cc1 | -11 | i | nt | -1 | -9 | -126 | -3 | 34* | 32
9 | Cc1oc(-c2cc(F)ccc2F)nc1CN1CCN(c2ncnc3ccccc23)CC1 | 7 | i | i | 2 | 9 | 0 | 7 | 2 | 3
10 | Cc1sc2ncnc(N[C@@H](Cc3ccccc3)C(=O)O)c2c1C | 11 | i | i | -1 | 6 | -2 | -2 | -9 | 3
11 | CC(C)OCC(O)CS(=O)Cc1ccccc1 (stereo not drawn) | 20 | i | i | 1 | 2 | 6 | -8 | 2 | 3
12 | O=C(c1ccc(N2CCOCC2)cc1[N+](=O)[O-])N1CCOCC1 | -7 | i | i | 2 | -2 | 1 | -7 | -5 | -1
13 | C[C@H](NC(=O)c1nc[nH]c1C(=O)N1CCc2ccccc2C1)C(=O)OC(C)(C)C | 4 | i | i | -1 | 1 | 5 | -4 | 6 | 1
14 | COc1ccccc1C(=O)NC(=O)COC(=O)CNC(=O)c1ccccc1F | 4 | i | i | 4 | 2 | -2 | -6 | -10 | 15
15 | O=C(Nc1ccc2c(c1)CN(Cc1ccc(CO)o1)CC2)c1ccc(C(F)(F)F)cc1 | -3 | i | i | 3 | 0 | -6 | 1 | 14 | -18
16 | c1ccc(-c2cc3c(N4CCN(c5ncccn5)CC4)ncnc3s2)cc1 | 12 | i | i | -3 | 4 | -3 | 20 | -5 | -11
17 | Cc1cccc(OCCCc2c(C)n[nH]c2C)c1 | 17 | i | i | 2 | -6 | -6 | 1 | 2 | -1
18 | Cc1cc(CNC(=O)c2cc(COc3c(F)cccc3F)on2)nn1C | 12 | i | i | 0 | 3 | 0 | -9 | -2 | -5
19 | Cc1ccc(CN(C)C(=O)CN2C(=O)NC3(CCCC3)C2=O)o1 | -21 | i | i | 0 | 1 | 9 | -11 | -4 | 1
20 | COC(=O)C1=C(C(=O)OC)[C@@H]2N(C)c3ccc(OC)cc3[C@@]23C[C@@H](C(=O)OC)N(C(=O)c2ccc(Br)cc2)C3=N1 | 9 | i | i | 2 | -1 | -1 | 43 | 0 | -14
21 | O=C(CSc1ccc(Cl)cc1)N1CCN(c2ccc([N+](=O)[O-])cc2Cl)CC1 | -11 | i | i | -3 | -2 | -6 | 28 | -3 | 8
22 | CC(C)CNS(=O)(=O)c1ccc(OCC(=O)Nc2ccc(F)cc2F)cc1 | -1 | i | i | 1 | 3 | 1 | 0 | -2 | -5
23 | O=C(NCc1ccco1)c1cc2cc(Br)ccc2o1 | 10 | i | i | -3 | 4 | -2 | 4 | 2 | 32
24 | Cc1nc2c3ccccc3nc(NNC(=O)CCC(=O)NC3CCCC3)n2n1 | 2 | i | i | -1 | 3 | 2 | -5 | 3 | 4
25 | Cc1cc(C)cc(N(C(=O)c2sc(C)nc2C)C(C(=O)NC(C)(C)C)c2ccncc2)c1 (stereo not drawn) | 10 | i | i | 3 | -4 | -4 | -3 | -5 | -4
26 | COc1ccc(C(c2nnnn2C2CCCC2)N2CCC(C)CC2)c(OC)c1 (stereo not drawn) | 23 | i | i | 1 | -4 | -1 | 10 | -4 | -5
27 | CCCCC1CCC(C(=O)NCc2ccc3c(c2)OCO3)CC1 (stereo not drawn) | 4 | i | i | 2 | 1 | 2 | -6 | 7 | 1
28 | C#CC[N+]1(CC#Cc2cccc3ccccc23)CCOCC1 | -5 | i | i | -3 | -10 | -2 | -5 | -1 | 15
29 | COC(=O)c1c(C(=O)NCc2ccccc2)ncn1CC(O)COc1ccccc1 (stereo not drawn) | 7 | i | i | 2 | -1 | 3 | -7 | -3 | 6
30 | CN(C(=O)CSc1ncnc2scc(-c3ccccc3)c12)C1CCS(=O)(=O)C1 (stereo not drawn) | 5 | i | i | 1 | 0 | -6 | 1 | -1 | -8

# A few values from the entries so far.
# Under CSN inh, no. 1 is listed with -3
# Under Rin1 Abl inh, no. 30 is listed with 1

# Other records
nr | molecule | SKN-1 block | Rpn11 inh | Neddyl block | Rin1 Abl inh | CSN inh | MT1-MMP act inh | FAS-TE inh | NadD block | MLLE-PAM2 inh
31 | CCn1c(SCC(=O)Nc2ccc(C)cc2)nc2nc3c(cc2c1=O)COC(C)(C)C3 | -15 | i | i | 2 | -1 | 1 | 9 | 4 | -37
32 | COc1ccc(CNc2nc(-c3ccccc3)nc3ccccc23)cc1OC | -4 | i | i | 2 | -4 | 0 | 16 | -4 | -8
33 | O=C(c1cnc2n(c1=O)CCS2)N(c1ccccc1)C1CCCCC1 | -18 | i | i | 2 | -3 | -1 | -8 | -3 | -8
34 | COc1ccc(Cl)cc1NS(=O)(=O)c1c(C)[nH]c(=O)[nH]c1=O | 11 | i | i | 0 | -6 | 0 | -2 | -2 | 10
35 | CC(=O)Nc1ccc(S(=O)(=O)Nc2ccc(Cl)nn2)cc1 | 8 | i | i | -4 | -4 | 1 | -9 | -6 | 24
36 | O=C(CNC(=O)c1ccc(Br)cc1)OC1CCOC1=O (stereo not drawn) | 13 | i | i | 0 | 0 | 1 | -10 | -6 | 20
37 | Cc1cc2nc(C3CCN(Cc4nnnn4Cc4ccccc4)CC3)[nH]c2cc1C | 6 | i | i | 2 | 1 | 8 | -5 | 2 | -7
38 | CCCOc1ccc(OCCOCCN2CCc3ccccc3C2)cc1 | -4 | i | i | 3 | 4 | 0 | 0 | 2 | 1
39 | CCOc1cccc(-c2c(C(=O)N/N=C(\C)c3cccnc3)nnn2-c2nonc2N)c1 | 11 | i | i | 5 | 5 | -1 | -5 | -1 | 9
40 | Cc1cccc(-c2ccc3[nH]c4c(c3c2)CCN2C[C@@H]([C@H](C)O)[C@@H](N(C)C(=O)NC3CCCCC3)C[C@@H]42)c1 | 6 | nt | nt | -2 | 4 | -6 | -4 | 11 | -58
41 | Cc1ccc(C(=O)COc2ccccc2-c2ccccc2)cc1C | 3 | i | i | 1 | 4 | 2 | 9 | 0 | 3
42 | COC(=O)c1ccc(NC(=O)C(=O)N2CCN(C(=S)Nc3ccc(OC)cc3)CC2)cc1 | -12 | i | i | 3 | -11 | 6 | -10 | 1 | -103
43 | COc1ccc(NC(=O)COC(=O)c2ccc(S(=O)(=O)N(C)c3ccccc3OC)cc2)cc1OC | 27 | i | i | 2 | -1 | -10 | 16 | -4 | -28
44 | CC(C)C(NC(=O)c1ccccc1NC(=O)c1ccccc1)C(=O)NCCCn1ccnc1 (stereo not drawn) | -3 | i | i | -1 | 3 | 2 | -7 | -8 | -3
45 | O=C(Nc1cccc2ncccc12)c1ccc(-c2ccc(Cl)cc2Cl)o1 | -15 | i | i | -1 | -3 | nt | 7 | 1 | 3
46 | CCC(CC)C(=O)c1c[nH]c(C(=O)NCCCn2ccnc2)c1 | 2 | i | i | -3 | -4 | 0 | -5 | 1 | -11
47 | CN(C)c1nc(Nc2ccc(Cl)c(Cl)c2)nc(N(C)C)n1 | 17 | i | i | -2 | 1 | -2 | 6 | -9 | 6
48 | COc1ccc(C2=C(C)C(N3CCN(C(=O)c4ccco4)CC3)=NS2(=O)=O)cc1 | 15 | i | i | -2 | 26 | -2 | -3 | -1 | 4
49 | Cc1cccc(Nc2nc(-c3ccccc3)c(C(=O)Nc3cccnc3)s2)c1 | 4 | i | i | -5 | 3 | -2 | 32 | 6 | -3
50 | CC1(CCC(=O)N2CCCC(N3CCN(c4cccc(C(F)(F)F)c4)CC3)C2)CC1 (stereo not drawn) | 6 | i | i | 1 | -1 | -1 | 11 | -2 | 7
51 | Cc1cc(-c2[nH]nc3c2C(c2ccsc2)C(C#N)=C(N)O3)c(C)s1 (stereo not drawn) | -23 | i | i | -1 | 2 | -4 | -11 | 19 | 5
52 | CCOC(=O)C1(Cc2cccc(F)c2)CCN(C(=O)C2CCC2)CC1 | -12 | i | i | 4 | 3 | 0 | 0 | -6 | -3
53 | CCCOc1ccc(NCC(=O)Nc2ccc(C)cc2C)cc1 | -11 | i | i | 2 | 2 | 6 | -4 | 3 | -8
54 | O=C1N(Cc2ccccc2)c2ccccc2C12OCCO2 | 6 | i | i | -1 | -6 | -2 | -3 | -8 | -10
55 | CCOC(=O)C1(C)CCCCCN1C(=O)c1ccc(Cl)nc1 (stereo not drawn) | -7 | i | i | -4 | -4 | 5 | -5 | 1 | -1
56 | CCCC[n+]1c(C)sc2cc(OC)ccc21 | -3 | i | i | 1 | -4 | -5 | -12 | -7 | -34

# Some of these compounds in order of formula weight, rising.
nr | molecule | SKN-1 block | Rpn11 inh | Neddyl block | Rin1 Abl inh | CSN inh | MT1-MMP act inh | FAS-TE inh | NadD block | MLLE-PAM2 inh
54 | O=C1N(Cc2ccccc2)c2ccccc2C12OCCO2 | 6 | i | i | -1 | -6 | -2 | -3 | -8 | -10
32 | COc1ccc(CNc2nc(-c3ccccc3)nc3ccccc23)cc1OC | -4 | i | i | 2 | -4 | 0 | 16 | -4 | -8
49 | Cc1cccc(Nc2nc(-c3ccccc3)c(C(=O)Nc3cccnc3)s2)c1 | 4 | i | i | -5 | 3 | -2 | 32 | 6 | -3
42 | COC(=O)c1ccc(NC(=O)C(=O)N2CCN(C(=S)Nc3ccc(OC)cc3)CC2)cc1 | -12 | i | i | 3 | -11 | 6 | -10 | 1 | -103
40 | Cc1cccc(-c2ccc3[nH]c4c(c3c2)CCN2C[C@@H]([C@H](C)O)[C@@H](N(C)C(=O)NC3CCCCC3)C[C@@H]42)c1 | 6 | nt | nt | -2 | 4 | -6 | -4 | 11 | -58
